Screens (PubChem)
AT treatment – potential ataxia-telangiectasia treatment; […] A-T fibroblasts, KAP-1 phosphorylation AlphaLISA; neocarzinostatin DNA damage 30 min before lysis; Potency, µM (titrated, usually from 57.5 µM), inactives show at the highest dose activation, most hits filed as activators; 320,000 compounds, 0.19% hits; further: potency means the concentration at half of the fitted maximal effect; % of control where 0% means no effect; nearly all actives have a fitted effect of over 45% in size
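ATM-like activity read as KAP-1 phosphorylation via AlphaLISA donor/acceptor antibody pairs after lysis and 6 hr at 25C. Cells were ATM-null patient fibroblasts ([…], hTERT), dosed 60 min, then exposed to the DSB inducer NCS for 30 min.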
PTAP TSG101 blk – blocks PTAP/TSG101 interaction to inhibit HIV-1 budding. Q99816. Fluorescence polarization, FITC-PTAP peptide / Tsg101 binding. Potency, µM (titrated, usually from 115 µM), for inactives: at the highest dose activity change, negative = inhibition, actives largely listed as inhibitors. 340,000 tested, under 10 active. AID 493005; active means well fitted inhibition curve with a large enough effect in the main read-out, with a control signal flat, not every such curve was filed as active; inconclusive means small, poorly fitted or top-dose-only effect, or effect the other way, or a change in a side signal; inactive means no such curve, though single readings can be large or run the other way; further: potency means the concentration at half of the fitted maximal effect; % of control where 0% means no effect
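FP read-out: FITC-PTAP peptide, 50 nM final, binding Tsg101 binding domain, 10 uM final; 20 min, r.t.; 10 mM HEPES pH 7.5, 0.15 M NaCl, 0.01% Tween 20, 3 mM EDTA, 0.1 mM TCEP.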
TCR act – activates T cell receptor signaling; primary human leukocytes, anti-CD3, IL-2 HTRF, 48 h; Potency, µM (titrated, usually from 9.22 µM), for inactives: top-dose activation of IL-2 secretion, usual class: activators; 330,000 tested, under 10 active; AID 504894; further: % of control where 0% means no effect
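Primary human leukocytes incubated 48 hr with anti-CD3 beads plus compound, without co-stimulation. Secreted IL-2 measured by HTRF (europium cryptate/d2 anti-IL-2 pair, 320 nm excitation, 665 nm emission).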
Integrin act MD – integrin-mediated muscular dystrophy alleviation activation. alpha7betagal myoblasts, beta-gal FDG fluorescence, 48 h. Potency, µM (highest dose often 38.3 µM), inactives show top-dose activation, actives largely listed as activators. 350,000 compounds, 0.064% hits. AID 624291;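 further: potency means the concentration at half of the fitted maximal effect; 100% = response of the positive control SU9516; nearly all actives have a fitted effect of over 60% in size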
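alpha7betagal+/- myoblasts (passage 13, 250/well) treated 48 h at 37C with compounds at 1:260 dilution of DMSO stock. Lysed, then beta-galactosidase activity read as FDG fluorescence (ex 480/em 540) after 30 min, with pre-read for autofluorescence.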
S-ASM inh – human S-ASM enzyme inhibition; Potency, µM (series often up to 57.5 µM), for the others: at the highest dose activity change, negative = inhibition, usual class: inhibitors; 340,000 compounds, 0.006% hits; placental ASM, HMU-PC fluorogenic substrate, 60 min; AID 504937; further: potency means the concentration at half of the fitted maximal effect
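HMU-PC0 cleavage (9 uM final) by human placental ASM, 60 min at 37 °C following 10 min compound exposure at RT; stopped at pH 10, fluorescence Ex 386/Em 447 nm.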
CXXC DNA block – MLL CXXC-DNA interaction inhibition; Potency, µM (titrated, usually from 115 µM), without a hit: top-dose activity change, negative = inhibition, hits mostly inhibitors; MLL-CXXC / FITC-HOXA9 DNA fluorescence polarization; 290,000 compounds, 0.037% hits; AID 2662; active means well fitted inhibition curve with a large enough effect in the polarisation, with a control signal flat, not every such curve was filed as active; inconclusive means small, poorly fitted or top-dose-only effect, or effect the other way, or a change in a side signal; inactive means no such curve, though single readings can be large or run the other way; the % refers to the polarisation; further: potency means the concentration at half of the fitted maximal effect
Target sequence (Q03164 whole entry, looked up): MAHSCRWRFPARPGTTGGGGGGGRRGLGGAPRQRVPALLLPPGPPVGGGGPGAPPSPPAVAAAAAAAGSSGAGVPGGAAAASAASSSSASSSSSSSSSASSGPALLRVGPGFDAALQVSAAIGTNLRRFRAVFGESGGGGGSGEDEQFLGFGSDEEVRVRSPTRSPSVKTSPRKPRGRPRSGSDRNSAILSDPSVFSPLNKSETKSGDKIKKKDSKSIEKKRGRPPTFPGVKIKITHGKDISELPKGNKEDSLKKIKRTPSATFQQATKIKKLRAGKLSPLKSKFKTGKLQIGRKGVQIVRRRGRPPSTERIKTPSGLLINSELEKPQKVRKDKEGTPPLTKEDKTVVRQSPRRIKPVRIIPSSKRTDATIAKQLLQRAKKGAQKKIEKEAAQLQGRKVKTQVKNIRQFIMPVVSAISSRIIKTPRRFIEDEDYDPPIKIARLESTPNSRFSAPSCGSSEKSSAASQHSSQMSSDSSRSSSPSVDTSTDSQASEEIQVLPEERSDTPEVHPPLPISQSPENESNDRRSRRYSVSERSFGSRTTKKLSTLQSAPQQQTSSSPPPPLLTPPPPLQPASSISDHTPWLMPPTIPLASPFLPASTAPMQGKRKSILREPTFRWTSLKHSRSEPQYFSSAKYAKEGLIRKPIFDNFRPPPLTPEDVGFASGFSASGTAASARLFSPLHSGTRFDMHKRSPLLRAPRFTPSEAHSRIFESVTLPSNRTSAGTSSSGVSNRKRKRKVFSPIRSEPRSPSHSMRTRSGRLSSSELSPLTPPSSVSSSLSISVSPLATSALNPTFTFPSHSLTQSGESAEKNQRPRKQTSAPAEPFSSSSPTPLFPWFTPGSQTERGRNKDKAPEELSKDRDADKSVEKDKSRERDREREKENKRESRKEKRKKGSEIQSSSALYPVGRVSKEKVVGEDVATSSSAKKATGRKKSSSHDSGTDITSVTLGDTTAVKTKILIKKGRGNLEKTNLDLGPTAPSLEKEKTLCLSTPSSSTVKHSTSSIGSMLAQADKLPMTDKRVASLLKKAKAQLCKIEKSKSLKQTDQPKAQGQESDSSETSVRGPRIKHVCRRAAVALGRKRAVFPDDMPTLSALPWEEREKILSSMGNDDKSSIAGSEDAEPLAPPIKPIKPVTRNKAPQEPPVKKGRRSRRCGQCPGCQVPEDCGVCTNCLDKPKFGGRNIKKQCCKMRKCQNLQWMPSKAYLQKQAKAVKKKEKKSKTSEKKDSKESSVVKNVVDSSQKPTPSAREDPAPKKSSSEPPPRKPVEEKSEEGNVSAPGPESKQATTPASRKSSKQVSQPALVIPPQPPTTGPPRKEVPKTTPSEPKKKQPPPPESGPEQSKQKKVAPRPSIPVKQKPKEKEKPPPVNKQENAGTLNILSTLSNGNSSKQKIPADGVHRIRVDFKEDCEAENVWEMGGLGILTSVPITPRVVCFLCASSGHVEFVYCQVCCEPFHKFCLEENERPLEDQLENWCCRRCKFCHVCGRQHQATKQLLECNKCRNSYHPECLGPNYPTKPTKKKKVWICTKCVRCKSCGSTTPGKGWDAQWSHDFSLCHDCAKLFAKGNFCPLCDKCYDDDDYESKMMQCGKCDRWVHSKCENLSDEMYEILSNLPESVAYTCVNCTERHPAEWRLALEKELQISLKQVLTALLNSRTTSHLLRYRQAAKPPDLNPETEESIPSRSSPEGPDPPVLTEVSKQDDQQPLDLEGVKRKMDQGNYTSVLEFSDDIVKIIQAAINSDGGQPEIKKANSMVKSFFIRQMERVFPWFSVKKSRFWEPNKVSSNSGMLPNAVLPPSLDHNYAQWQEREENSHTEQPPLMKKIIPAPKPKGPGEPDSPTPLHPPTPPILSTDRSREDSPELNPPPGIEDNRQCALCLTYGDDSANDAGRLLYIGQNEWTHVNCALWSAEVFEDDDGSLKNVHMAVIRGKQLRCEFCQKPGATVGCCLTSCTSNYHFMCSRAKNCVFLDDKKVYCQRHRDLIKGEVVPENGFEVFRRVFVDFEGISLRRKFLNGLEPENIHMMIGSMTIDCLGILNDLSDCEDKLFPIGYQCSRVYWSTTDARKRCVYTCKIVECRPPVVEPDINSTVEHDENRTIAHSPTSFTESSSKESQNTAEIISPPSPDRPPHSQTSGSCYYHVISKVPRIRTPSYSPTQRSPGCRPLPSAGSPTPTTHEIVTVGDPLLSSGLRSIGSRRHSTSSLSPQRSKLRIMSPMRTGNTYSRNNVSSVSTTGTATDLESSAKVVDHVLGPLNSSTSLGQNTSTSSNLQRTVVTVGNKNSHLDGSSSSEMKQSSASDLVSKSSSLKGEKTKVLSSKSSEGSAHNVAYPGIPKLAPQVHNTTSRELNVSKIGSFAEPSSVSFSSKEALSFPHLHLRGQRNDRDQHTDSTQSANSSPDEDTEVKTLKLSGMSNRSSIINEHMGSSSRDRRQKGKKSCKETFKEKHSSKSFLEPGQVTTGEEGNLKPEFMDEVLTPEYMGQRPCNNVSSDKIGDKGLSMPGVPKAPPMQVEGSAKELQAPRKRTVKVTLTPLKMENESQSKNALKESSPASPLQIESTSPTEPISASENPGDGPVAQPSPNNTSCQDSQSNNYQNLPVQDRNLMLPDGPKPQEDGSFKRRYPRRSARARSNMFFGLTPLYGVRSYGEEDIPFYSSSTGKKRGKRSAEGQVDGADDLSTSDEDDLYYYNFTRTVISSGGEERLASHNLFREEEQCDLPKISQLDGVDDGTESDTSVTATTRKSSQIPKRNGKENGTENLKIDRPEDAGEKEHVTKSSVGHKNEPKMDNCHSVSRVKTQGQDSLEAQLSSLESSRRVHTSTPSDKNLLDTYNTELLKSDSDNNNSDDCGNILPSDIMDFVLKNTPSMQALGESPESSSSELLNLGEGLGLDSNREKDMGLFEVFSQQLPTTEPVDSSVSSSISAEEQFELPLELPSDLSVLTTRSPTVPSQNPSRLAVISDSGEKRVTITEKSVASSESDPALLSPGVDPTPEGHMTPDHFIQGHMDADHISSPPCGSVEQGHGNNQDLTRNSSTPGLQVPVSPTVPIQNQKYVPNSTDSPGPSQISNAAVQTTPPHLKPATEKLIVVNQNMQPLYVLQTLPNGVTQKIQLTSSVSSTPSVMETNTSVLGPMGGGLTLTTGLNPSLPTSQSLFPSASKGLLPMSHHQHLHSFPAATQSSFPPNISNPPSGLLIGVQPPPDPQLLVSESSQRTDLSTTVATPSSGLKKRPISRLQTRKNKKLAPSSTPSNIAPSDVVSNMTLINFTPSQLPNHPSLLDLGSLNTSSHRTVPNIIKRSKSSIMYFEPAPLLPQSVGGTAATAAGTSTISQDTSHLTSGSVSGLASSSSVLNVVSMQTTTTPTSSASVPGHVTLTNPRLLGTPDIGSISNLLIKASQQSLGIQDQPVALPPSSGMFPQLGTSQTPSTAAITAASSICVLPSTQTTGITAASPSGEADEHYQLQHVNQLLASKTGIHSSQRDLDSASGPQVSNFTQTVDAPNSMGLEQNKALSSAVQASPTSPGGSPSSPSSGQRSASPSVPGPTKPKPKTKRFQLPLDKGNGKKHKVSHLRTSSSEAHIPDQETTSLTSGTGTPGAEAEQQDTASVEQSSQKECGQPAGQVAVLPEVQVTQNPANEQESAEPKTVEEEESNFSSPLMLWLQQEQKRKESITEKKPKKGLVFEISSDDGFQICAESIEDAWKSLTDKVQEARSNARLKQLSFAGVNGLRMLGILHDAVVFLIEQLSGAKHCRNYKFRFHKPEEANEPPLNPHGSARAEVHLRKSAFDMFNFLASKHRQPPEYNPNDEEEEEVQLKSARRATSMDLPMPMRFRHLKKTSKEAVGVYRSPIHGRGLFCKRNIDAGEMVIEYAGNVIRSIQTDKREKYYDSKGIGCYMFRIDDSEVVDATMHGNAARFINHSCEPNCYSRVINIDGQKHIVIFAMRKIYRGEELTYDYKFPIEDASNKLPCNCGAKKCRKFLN
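Purified MLL-CXXC (added from a 7 uM solution) was preincubated 5 min at ambient with pinned compounds in 50 mM Tris-HCl pH 7.5, 50 mM NaCl, 1 mM DTT, 0.05% BSA. Fluorescein-labeled HOX-A9 DNA (50 nM solution) followed, 30 min, then polarization read.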
TSHR antagonist – antagonists of human thyroid stimulating hormone receptor. P16473. TSHR-expressing cells, TSH-stimulated cAMP HTRF, 2 h; hits give low values. activity change, negative = inhibition, % at 11.5 µM. 330,000 compounds, 0.2% hits. AID 504810;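 active means activity change below a set negative limit, meaning inhibition stronger than a set level, cut at about -70% in these data; inconclusive means activity change between two set negative limits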; further: on the % scale 0 is the no-effect control and ±100 the full control effect
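Inhibition of cAMP made by TSHR-expressing cells under TSH stimulation (4nM final, EC80; 2 h, 37 deg C) is quantified with a one-step lysis HTRF kit, anti-cAMP cryptate versus cAMP-d2.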
MBNL1 CUG block – inhibitors of human MBNL1 binding to CUG repeat RNA. TR-FRET MBNL1-His/biotin-(CUG)12 binding, 665/545 ratio. Potency, µM (series often up to 57.5 µM), for inactives: at the top dose activity change, negative = inhibition, usual class: inhibitors. 280,000 compounds, 0.036% hits; active means well fitted inhibition curve with a large enough effect in the signal ratio, with a control signal flat, not every such curve was filed as active; inconclusive means small, poorly fitted or top-dose-only effect, or effect the other way, or a change in a side signal; inactive means no such curve, though single readings can be large or run the other way; the % refers to the signal ratio; further: potency means the concentration at half of the fitted maximal effect; on the % scale 0 is the no-effect control and ±100 the full control effect
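Compounds (final 92 nM to 58 uM) are added to His-tagged MBNL1 and biotin-(CUG)12, then terbium anti-His antibody and streptavidin-XL665 (5 nM final). After 60 min at room temperature, the 665/545 nm ratio is read.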
Mito fusion yeast – inhibitors of mitochondrial division or activators of mitochondrial fusion; S. cerevisiae fusion-defective mutant growth rescue, CellTiterGlo 48 h; Potency, µM (series often up to 46.1 µM), without a hit: at the highest dose growth rescue (activation), actives largely listed as activators; 320,000 compounds, 0.23% hits;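 further: potency means the concentration at half of the fitted maximal effect; % of control where 0% means no effect; nearly all actives have a fitted effect of over 45% in size; temperature-sensitive fusion mutants such as fzo1-1 at 37 °C on non-fermentable ethanol glycerol medium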
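S. cerevisiae fusion-defective temperature-sensitive mutants (e.g. fzo1-1, mgm1-5) grown 48 h at 37C in YPEG (ethanol/glycerol non-fermentable) medium with 23 nl compound per well; growth rescue read as CellTiterGlo luminescence.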
Menin-MLL TR inh – displaces Texas Red mutant MLL peptide from human menin | O00255 | Menin + Texas Red MLL mutant peptide, fluorescence polarization | Potency, µM (titrated, usually from 61.6 µM), inactives show at the top dose FP activity change, negative = inhibition, actives largely listed as inhibitors | 270,000 compounds, 0.23% hits | AID 1768; active means well fitted inhibition curve with a large enough effect in the polarisation, with a control signal flat, not every such curve was filed as active; inconclusive means small, poorly fitted or top-dose-only effect, or effect the other way, or a change in a side signal; inactive means no such curve, though single readings can be large or run the other way; the % refers to the polarisation; further: potency means the concentration at half of the fitted maximal effect; % of control where 0% means no effect; many of its hits are not listed in these tables
* marks the source's active call; other numbers are inactive results; [ ] = dose if it differs, or a comment. Unless noted, the call rests on the fitted dose curve; in most records, active means well fitted curve in the direction sought with a large enough effect; inconclusive means small, poorly fitted or top-dose-only effect, or another doubt; inactive means no such curve, though single readings can be large; an effect the other way counts as inactive or inconclusive. Some of the compounds tested; count on the stated rates, not on these rows.

For Cc1cccc(-c2nnc(NC(=O)c3ccc(Cl)cc3)o2)c1 the results were AT treatment -5.5%, PTAP TSG101 blk 0.3%, TCR act 2.7%, Integrin act MD -27.4%, S-ASM inh -0.5%, CXXC DNA block -6.3%, TSHR antagonist -14.5, MBNL1 CUG block 4.5%, Mito fusion yeast inconclusive and Menin-MLL TR inh inconclusive.
Screening CC(C)CC(NC(=O)c1ccccc1NC(=O)c1ccccc1)C(=O)O (stereo not drawn) returned AT treatment -4.9%, PTAP TSG101 blk -1.3%, TCR act 9.9%, Integrin act MD inconclusive, S-ASM inh 6.7%, CXXC DNA block 16.7%, TSHR antagonist 1.1, MBNL1 CUG block 0.0%, Mito fusion yeast -11.2% and Menin-MLL TR inh 11.6%.
For CC(=O)Nc1ccc(SCC(=O)N(CCC#N)c2ccc(C)cc2)cc1 the results were AT treatment 4.4%, PTAP TSG101 blk -5.8%, TCR act -3.2%, Integrin act MD -34.4%, S-ASM inh 4.6%, CXXC DNA block 1.8%, TSHR antagonist 15.3, MBNL1 CUG block 6.6%, Mito fusion yeast 0.4% and Menin-MLL TR inh -6.1%.
`CCC(C)N1C(=O)C2C(C(=O)Nc3cccc(OC)c3)C3C=CC2(O3)C1C(=O)NC1CCCCC1C` (stereo not drawn) gave AT treatment 6.5%, PTAP TSG101 blk -5.8%, TCR act 10.7%, Integrin act MD 39.6%, S-ASM inh 0.1%, CXXC DNA block 10.3%, TSHR antagonist -2.0, MBNL1 CUG block 0.3%, Mito fusion yeast 3.0% and Menin-MLL TR inh 1.3%.
Screening COc1ccc2c(=O)c3c(=O)n(CCc4ccccc4)c(C(C)C)nc3oc2c1 returned AT treatment -11.4%, PTAP TSG101 blk 0.3%, TCR act -2.8%, Integrin act MD 16.6%, S-ASM inh -1.7%, CXXC DNA block -2.6%, TSHR antagonist 1.5, MBNL1 CUG block -8.5% and Mito fusion yeast 4.4%.
For O=C(CSc1nc(-c2ccc(Cl)cc2)[nH]c(=O)n1)Nc1cccc(Cl)c1 the results were AT treatment 2.3%, PTAP TSG101 blk -4.3%, TCR act 1.9%, Integrin act MD 5.9%, S-ASM inh -0.1%, CXXC DNA block -1.2%, TSHR antagonist -29.1, MBNL1 CUG block -5.3% and Mito fusion yeast 1.9%.
CN(C(=O)COc1ncnc2ccccc12)C1CCCCC1 was read as AT treatment 18.5%, PTAP TSG101 blk -3.4%, TCR act 7.1%, Integrin act MD -8.9% and S-ASM inh 0.1%.
C=CCNC(=S)Nc1ccc(Cl)c(S(=O)(=O)N2CCOCC2)c1 was read as AT treatment -1.3%, PTAP TSG101 blk -1.1%, TCR act 6.2%, Integrin act MD -18.7%, S-ASM inh 3.5%, CXXC DNA block 5.8%, TSHR antagonist 4.3, MBNL1 CUG block -5.0%, Mito fusion yeast -3.4% and Menin-MLL TR inh 1.4%.
For O=C(CN1CCCCCC1)Nc1ccc([N+](=O)[O-])cc1Cl the results were AT treatment 6.5%, PTAP TSG101 blk 1.3%, TCR act -0.5%, Integrin act MD -23.1%, S-ASM inh -2.9%, CXXC DNA block 0.3%, TSHR antagonist 6.7, MBNL1 CUG block 18.7%, Mito fusion yeast -2.7% and Menin-MLL TR inh -17.2%.
Screening Cn1cnnc1SCC(=O)c1c[nH]c2ccccc12 returned AT treatment 3.1%, PTAP TSG101 blk 3.0%, Integrin act MD 12.9%[7.66 µM], S-ASM inh 5.7%, CXXC DNA block -7.2%, TSHR antagonist -12.2, MBNL1 CUG block 0.6%, Mito fusion yeast -1.6% and Menin-MLL TR inh 8.6%.
For C=CCN1C(=O)/C(=C2/Sc3ccccc3N2C)SC1=Nc1ccccc1C the results were AT treatment -4.9%, PTAP TSG101 blk 1.1%, TCR act 1.1%, Integrin act MD -0.2%, S-ASM inh -8.3%, CXXC DNA block 24.4%, TSHR antagonist -3.5, MBNL1 CUG block inconclusive, Mito fusion yeast 0.2% and Menin-MLL TR inh 3.4%.
For C/C(CS(=O)(=O)c1ccccc1)=N\O the results were AT treatment 4.0%, PTAP TSG101 blk -3.8%, TCR act -4.0%, Integrin act MD 0.6%, S-ASM inh 6.5%, CXXC DNA block 9.2%, TSHR antagonist 4.9, MBNL1 CUG block 0.2%, Mito fusion yeast -1.5% and Menin-MLL TR inh -19.5%.
`COc1ccc(NC(=O)CN(C)C(=O)c2ccc3ccccc3c2)cc1` gave AT treatment 9.3%, PTAP TSG101 blk 0.3%, TCR act 3.7%, Integrin act MD 20.4%, S-ASM inh 0.3%, TSHR antagonist 3.8 and Mito fusion yeast 10.9%.
For COc1cc(C(=O)N2C[C@H]3CC[C@H]2C3)ccc1OC1CCN(C(C)=O)CC1 the results were AT treatment 6.8%, PTAP TSG101 blk -3.0%, TCR act 1.4%, Integrin act MD 8.6%, CXXC DNA block 1.2%, TSHR antagonist 1.9, MBNL1 CUG block -5.0%, Mito fusion yeast -1.3% and Menin-MLL TR inh -2.7%.
CCCOc1ccc(N2C(=O)CC(N(CCc3ccc(S(N)(=O)=O)cc3)C(C)=O)C2=O)cc1 (stereo not drawn) was read as AT treatment 3.7%, PTAP TSG101 blk -4.0%, TCR act 5.4%, Integrin act MD 14.5%, S-ASM inh 1.6%, CXXC DNA block -4.5%, TSHR antagonist 11.4, MBNL1 CUG block -2.0%, Mito fusion yeast -0.2% and Menin-MLL TR inh 10.5%.
Screening Cc1ccc(-c2noc(C3CCCN(C(=O)c4cccc([N+](=O)[O-])c4)C3)n2)o1 (stereo not drawn) returned AT treatment -18.8%, PTAP TSG101 blk -8.4%, TCR act -4.5%, Integrin act MD inconclusive, S-ASM inh -0.6%, CXXC DNA block 29.2%, TSHR antagonist 2.7, MBNL1 CUG block inconclusive, Mito fusion yeast -5.8% and Menin-MLL TR inh 0.0%.
COc1ccc(C)cc1NC(=O)CSc1nc2ccccc2nc1N1CCCCC1 was read as AT treatment 4.4%, PTAP TSG101 blk 4.1%, TCR act 5.9%, Integrin act MD -37.0%, S-ASM inh 13.3%, TSHR antagonist -12.0, MBNL1 CUG block 17.3%, Mito fusion yeast -0.2% and Menin-MLL TR inh -6.0%.
O=C(CCCN1C(=O)c2ccccc2C1=O)NC1=NCCS1 was read as AT treatment -18.7%, PTAP TSG101 blk -1.9%, TCR act -2.0%, Integrin act MD -14.4%, S-ASM inh 5.7%, CXXC DNA block -8.4%, TSHR antagonist 1.4, MBNL1 CUG block 11.0%, Mito fusion yeast -3.4% and Menin-MLL TR inh -9.1%.
Screening Clc1cccc(Cl)c1/C=N/Nc1c(Cl)cncc1Cl returned AT treatment 3.0%, PTAP TSG101 blk 2.1%, TCR act -0.3%, Integrin act MD -9.8%, S-ASM inh inconclusive, CXXC DNA block 3.1%, TSHR antagonist -12.3, MBNL1 CUG block -8.5% and Mito fusion yeast 2.6%.
Screening CCC(=O)c1c[nH]c(C(=O)NCC2CCCO2)c1 (stereo not drawn) returned AT treatment -0.7%, PTAP TSG101 blk -2.0%, TCR act 7.7%, Integrin act MD 13.4%, S-ASM inh 2.2%, CXXC DNA block 12.9%, TSHR antagonist -2.9, MBNL1 CUG block -8.8%, Mito fusion yeast -2.6% and Menin-MLL TR inh 9.6%.
`O=S(=O)(c1ccc(Cl)cc1)N1CCC(c2nc3ccccc3[nH]2)CC1` gave AT treatment 4.5%, PTAP TSG101 blk -1.9%, TCR act 3.0%, Integrin act MD -28.2%, S-ASM inh 1.3%, CXXC DNA block 10.2%, TSHR antagonist -6.8, MBNL1 CUG block -7.5% and Mito fusion yeast 2.1%.
O=C(Cn1ncc2c3ccccc3n(Cc3cccc(Cl)c3)c2c1=O)NCC1CCCO1 (stereo not drawn) was read as AT treatment 20.8%, PTAP TSG101 blk inconclusive, TCR act -2.4%, Integrin act MD -5.0%, S-ASM inh 2.7%, CXXC DNA block inconclusive, TSHR antagonist -16.0, MBNL1 CUG block 2.7%, Mito fusion yeast -1.8% and Menin-MLL TR inh 1.7%.
For COc1ccc(N(C)S(=O)(=O)c2cccc(C(=O)OC(C(=O)Nc3cc(C)cc(C)c3)c3ccccc3)c2)cc1 (stereo not drawn) the results were AT treatment -1.2%, PTAP TSG101 blk -1.0%, TCR act 8.0%[46.1 µM], Integrin act MD -11.7%, S-ASM inh 0.2%, CXXC DNA block 0.3%, TSHR antagonist -1.2, Mito fusion yeast 0.6% and Menin-MLL TR inh -26.4%.
`Cc1ccc(S(=O)(=O)N2CCCC(C(=O)NCCCN3CCCCC3C)C2)cc1` (stereo not drawn) gave AT treatment 2.8%, PTAP TSG101 blk -6.1%, TCR act -2.3%, Integrin act MD -2.2%, S-ASM inh -5.4%, CXXC DNA block -7.7%, TSHR antagonist 1.6, MBNL1 CUG block -8.2%, Mito fusion yeast 1.7% and Menin-MLL TR inh -1.6%.
Screening N#CCC(=O)Nc1ccc(C(=O)OC(C(=O)Nc2cc(C(F)(F)F)ccc2Cl)c2ccccc2)cc1 (stereo not drawn) returned AT treatment 0.9%, PTAP TSG101 blk 0.7%, TCR act 5.2%, Integrin act MD -17.9%, S-ASM inh -13.3%, TSHR antagonist -4.7 and Mito fusion yeast 20.3%.
